From PubChem BioAssay
Cdc42 wt GTP – human Cdc42 wildtype GTP binding change, either direction. P60953. GST-Cdc42 beads, Bodipy-GTP binding, flow cytometry; actives lie on both sides. percent activity (GTP binding), % at 10 µM. 190,000 tested, 0.2% active. AID 761;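 active = percent activity GTP binding at least 20 points away from the 100% baseline, either down as inhibitor or up as activator; inconclusive = compound flagged as likely green fluorescent from well-wide comparison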;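 also: median bead fluorescence of bound Bodipy-FL-GTP at 100 nM; 0% = excess unlabeled GTP control and 100% = no compound control; below 100% means less GTP binding so inhibitor and above means activator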
Target sequence (P60953 whole entry, looked up): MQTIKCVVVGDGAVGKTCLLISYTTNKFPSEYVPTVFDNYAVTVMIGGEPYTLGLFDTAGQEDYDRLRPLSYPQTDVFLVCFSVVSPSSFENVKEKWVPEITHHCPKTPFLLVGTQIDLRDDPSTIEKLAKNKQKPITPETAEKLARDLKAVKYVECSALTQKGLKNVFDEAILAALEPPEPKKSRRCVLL
ABCG2 inh – blocks JC-1 efflux by human ABCG2 transporter | IgMXP3 cells, flow cytometry | inhibition, % at 6.6 µM | 190,000 tested, 0.1% active | AID 1325;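 active = inhibition above 80%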;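 also: 0% = DMSO and 100% = nicardipine control wells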
Target sequence (Q9UNQ0 whole entry, looked up): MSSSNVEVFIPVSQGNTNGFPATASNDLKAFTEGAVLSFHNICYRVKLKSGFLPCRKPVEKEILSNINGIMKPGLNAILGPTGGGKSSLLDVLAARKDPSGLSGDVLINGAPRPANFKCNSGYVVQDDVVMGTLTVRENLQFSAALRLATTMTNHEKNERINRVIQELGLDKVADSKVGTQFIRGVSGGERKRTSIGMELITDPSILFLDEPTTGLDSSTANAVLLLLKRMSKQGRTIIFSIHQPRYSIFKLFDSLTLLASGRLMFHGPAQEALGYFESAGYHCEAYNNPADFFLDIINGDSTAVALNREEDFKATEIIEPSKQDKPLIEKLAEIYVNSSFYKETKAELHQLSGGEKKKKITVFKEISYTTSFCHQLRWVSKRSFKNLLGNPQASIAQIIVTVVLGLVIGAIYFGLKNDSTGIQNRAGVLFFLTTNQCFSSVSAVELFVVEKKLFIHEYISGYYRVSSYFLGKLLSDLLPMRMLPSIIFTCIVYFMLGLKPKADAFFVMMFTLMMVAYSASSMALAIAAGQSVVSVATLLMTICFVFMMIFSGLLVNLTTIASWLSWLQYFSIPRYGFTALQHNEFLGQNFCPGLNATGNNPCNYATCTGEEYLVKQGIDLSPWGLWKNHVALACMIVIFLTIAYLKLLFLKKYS
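Test system: IgMXP3 (ABCG2) plus far-red-tagged CCRF-Adr (ABCB1) cells / Amount: 3 million cells/mL in well / Reagent: JC-1 transporter substrate / Timing: 10 min compound exposure, 25 °C / Signal: flow cytometry, 530 nm JC-1 signal / Read-out: percent efflux inhibition, scaled nicardipine 100% to DMSO 0% / Benchmarks: nicardipine as high control, DMSO as low control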
Pf gamet viab – P. falciparum stage V gametocyte viability inhibition; P. falciparum stage V gametocytes, ATP luminescence, 24 h; inhibition, % at 10.9 µM; 150,000 tested, 0.065% active;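 active = inhibition above the mean plus 3 SD of compounds within the control limits, set per campaign, cut at about 38% in these data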;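 also: 0% = DMSO wells and 100% = medium only without gametocytes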
Rac1 act GTP bind – alters GTP binding to activated mutant human Rac1; GST-Rac1 activated beads, fluorescent GTP binding, flow cytometry; actives lie on both sides; 100% means binding = to untreated wells; percent activity (GTP binding), % at 10 µM; 190,000 tested, 0.11% active; AID 764;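 active = GTP binding at least 20 percentage points away from the 100% baseline, in either direction, so actives lie on both sides; inconclusive = Compound likely fluorescent itself, or too few beads counted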
Rac1 wt modul – human Rac1 wildtype GTP binding, inhibitors and activators; P63000; GST-Rac1 beads, fluorescent GTP binding, flow cytometry; actives lie on both sides; 0 = cold GTP competed, 100 = untreated; GTP binding activity (% of control), % at 10 µM; 190,000 tested, 0.27% active; AID 757;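 active = GTP binding activity at least 20 points away from the 100% control level, either lower or higher; inconclusive = compound flagged as likely green fluorescent, judged across all proteins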
ABCB1 block – human ABCB1 inhibition, ABCG2 as counter-screen. CCRF-Adr cells, JC-1 efflux, flow cytometry. AID 1326. inhibition, % at 6.6 µM. P08183. 190,000 tested, 0.067% active; in the data active = inhibition above about 40%;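 also: 0% = vehicle and 100% = reference inhibitor; higher value means more JC-1 retained so stronger ABCB1 efflux block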
HRas wt GTP bind – changes GTP binding to wildtype human HRas. P01112. GST-Ras wt beads, Bodipy-FL-GTP binding, flow cytometry; actives lie on both sides. GTP binding activity, % at 10 µM. 190,000 tested, 0.14% active. AID 759;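 active = GTP binding activity at least 20% away from the 100% baseline, either lowered as inhibitor or raised as activator; inconclusive = flagged as likely green fluorescent, judged across all proteins in the well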;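 also: 0% = unlabeled GTP competition control and 100% = no-compound control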
Target sequence (P01112 whole entry, looked up): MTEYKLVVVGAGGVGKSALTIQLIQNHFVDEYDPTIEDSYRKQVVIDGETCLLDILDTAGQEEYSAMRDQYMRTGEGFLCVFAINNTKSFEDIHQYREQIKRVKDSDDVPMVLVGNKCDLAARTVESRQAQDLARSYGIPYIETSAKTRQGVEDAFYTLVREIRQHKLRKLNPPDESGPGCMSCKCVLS
Avidin bead fluor – compound fluoresces at 488/530 nm on avidin beads. compound fluorescence 488/530 nm, flow cytometry; active compounds read high. fluorescence (KMESF) at 10 µM. 220,000 tested, 0.38% active. AID 1775; in the data active = fluorescence above about 47; also: inactives centre near 10
Mcl1 Noxa PPI – disrupts binding of human Mcl-1 to Noxa peptide; Q07820; inhibition, % at 21.7 µM; TR-FRET Mcl-1/Noxa peptide binding, 2 h; 220,000 tested, 1.5% active; AID 1022;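 active = compounds that cut the protein-peptide binding signal by more than 50% relative to plate controls in a single-dose test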;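 also: His-tagged Mcl-1 with rhodamine Noxa BH3 peptide and terbium anti-His antibody; 0% = Mcl-1 plus Noxa peptide wells and 100% = peptide-only wells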
Rab2A wt mod – changes GTP binding to wildtype dog Rab2A, up or down | AID 760 | GTP binding activity, % at 10 µM | 190,000 tested, 0.19% active | P61105 | GST-Rab2 wt beads, Bodipy-GTP binding, flow cytometry;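 active = GTP binding activity at least 20 points away from 100%, either lowered or raised; inconclusive = signal likely due to the compound's own green fluorescence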;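 also: 0% = beads with excess unlabeled GTP and 100% = no-compound control corrected for plate trend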
Rab7 wt GTP bind – modulators of GTP binding to dog Rab7 wildtype GTPase. GST-Rab7 beads, fluorescent GTP binding, flow cytometry; actives lie on both sides; untreated = 100%, excess cold GTP = 0%. GTP binding activity (percent of control), % at 10 µM. 190,000 tested, 0.055% active. AID 758;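 active = fluorescent GTP binding to Rab7 beads changed by at least 20 points from the 100% baseline, either direction, mostly lower; inconclusive = compound itself probably fluorescent, or too few beads counted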;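 also: median green fluorescence of bound Bodipy-FL-GTP per Rab7 bead population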
* hit, by the source's call; ? = inconclusive; · = no result given.

SMILES	Cdc42 wt GTP	ABCG2 inh	Pf gamet viab	Rac1 act GTP bind	Rac1 wt modul	ABCB1 block	HRas wt GTP bind	Avidin bead fluor	Mcl1 Noxa PPI	Rab2A wt mod	Rab7 wt GTP bind
Cc1ccccc1-c1nc(CS(=O)CC(=O)NCCCN(C)c2ccccc2)c(C)o1 (centres undefined)	99.0	1.2	5.3	97.0	100.0	0.3	100.0	7	31.5	99.0	97.0
Cc1ccc(NC(=O)c2cccc(OCc3c(C)noc3C)c2)cc1	97.0	5.6	·	98.0	98.0	1.3	97.0	8	1.4	98.0	100.0
Cc1ccc(CC(=O)NCCS(=O)c2ccc(C)cc2)cc1 (centres undefined)	94.0	0.4	-3.3	96.0	98.0	0.4	100.0	9	-12.2	98.0	103.0
COc1ccc(NC(=O)CCC(=O)NCCO)cc1	97.0	1.3	-27.7	98.0	101.0	0.6	99.0	11	15.6	97.0	99.0
CCOC(=O)C(C)Oc1cccc2c(=O)n(CC(=O)Nc3ccc(OCC)cc3)ccc12 (centres undefined)	102.0	0.2	·	101.0	109.0	0.0	100.0	7	-1.5	102.0	105.0
O=C(Nc1cc2ccccc2oc1=O)c1ccccc1	98.0	3.7	-3.2	96.0	99.0	0.3	94.0	8	2.9	98.0	96.0
CCC1CCCCN1CCn1c(=S)[nH]c2cc(OC)c(OC)cc2c1=O (centres undefined)	106.0	2.1	3.4	99.0	103.0	0.7	104.0	8	19.9	105.0	100.0
O=C(CSc1nc(-c2ccccc2)cc(C(F)(F)F)n1)N1CCOCC1	95.0	1.4	-11.6	96.0	98.0	0.1	94.0	29	19.1	97.0	91.0
CCOc1ccc(NC(=O)c2ccc(CSc3nnc(C)s3)cc2)cc1	99.0	3.6	0.6	96.0	98.0	0.6	100.0	11	-5.6	99.0	104.0
O=C(CN1CCC(C(=O)c2cccc(Cl)c2)CC1)Nc1ccc(C(=O)O)cc1	95.0	0.5	·	95.0	96.0	-0.1	94.0	6	-2.5	98.0	99.0
Cc1ccc2c(c1)N(CC(=O)NC1CCC(C)CC1)C(=O)CO2 (centres undefined)	?	0.4	7.6	?	?	0.4	?	9	15.6	?	?
CCOC(=O)c1c(-c2ccc(C)o2)csc1NC(=O)CSc1ncn[nH]1	96.0	45.4	3.9	95.0	101.0	1.5	98.0	15	2.8	97.0	100.0
O=C1NC(Cc2c[nH]c3ccccc23)C(=O)N1Cc1ccc(CN2C(=O)NC(Cc3c[nH]c4ccccc34)C2=O)cc1 (centres undefined)	91.0	-4.8	12.4	90.0	91.0	-0.4	90.0	8	-2.2	90.0	90.0
COC(=O)c1cc(NC(=O)CN2CCOCC2)cc(C(=O)OC)c1	102.0	28.9	·	99.0	105.0	1.3	98.0	25	6.6	99.0	98.0
CC(=O)Nc1cccc(NC(=O)c2ccc(C)c([N+](=O)[O-])c2)c1	103.0	33.0	13.1	99.0	106.0	-1.4	103.0	·	11.0	105.0	106.0
Cc1nc([N+](=O)[O-])c(C(=O)OCc2ccccc2Br)n1C	97.0	33.0	-3.2	96.0	96.0	1.2	96.0	10	5.0	94.0	95.0
Fc1ccc(NC(=S)NCc2cccnc2)cc1	94.0	-0.1	1.7	96.0	97.0	0.3	95.0	11	1.5	97.0	91.0
Cc1ccc(-n2nc3ccc(NC(=O)c4cccc([N+](=O)[O-])c4C)cc3n2)cc1	100.0	-0.7	-2.9	100.0	99.0	-0.3	96.0	11	-3.4	98.0	96.0
CCOC(=O)CC(NC(=O)CCc1c(C)nc2nc(C)nn2c1C)c1ccc(C)cc1 (centres undefined)	94.0	4.3	2.5	96.0	93.0	0.3	91.0	10	-4.0	92.0	96.0
COCCN(C(=O)C(C)C)c1nnc(-c2cccc(C)c2)s1	98.0	2.5	·	98.0	99.0	0.4	100.0	10	1.3	100.0	100.0
CCN(CC)c1ncccc1C(=O)NCc1cccs1	93.0	-1.9	·	95.0	104.0	-0.8	98.0	11	-5.1	96.0	95.0
Cc1scc(C(=O)N/N=C/c2ccsc2)c1C	100.0	0.1	-3.8	94.0	102.0	-4.7	97.0	6	18.7	97.0	99.0
O=C(NCc1ccccn1)c1cc(S(=O)(=O)N2CCN(c3ccccc3)CC2)ccc1Cl	103.0	2.2	-15.6	101.0	103.0	1.8	100.0	4	-11.9	101.0	99.0
CCCC(=O)Nc1ccc(Cl)c(NC(=S)NC(=O)c2ccco2)c1	101.0	1.0	·	97.0	103.0	-0.1	98.0	15	16.2	95.0	99.0
COc1cccc(-c2nnn(C/C(N)=N/O)n2)c1	104.0	7.1	-10.5	98.0	106.0	-0.3	101.0	8	-4.8	101.0	96.0
COc1ccc(/C=C/C2=NN(Cc3ccccc3)C(=O)CC2)cc1	94.0	0.9	-29.4	97.0	99.0	0.0	97.0	12	14.3	96.0	96.0
Cc1ccc(N2CCN(/N=C/c3sccc3C)CC2)cc1	102.0	7.5	·	100.0	107.0	1.0	102.0	27	-3.6	102.0	102.0
COc1ccc(CN2CCCC(C(=O)c3cccc(C(F)(F)F)c3)C2)cc1O (centres undefined)	96.0	3.7	4.2	97.0	98.0	2.3	98.0	12	21.3	98.0	102.0
C/C(=N\NC(=O)c1cc(C)[nH]n1)c1cccs1	98.0	2.4	-27.8	95.0	103.0	0.0	98.0	8	1.5	98.0	97.0
O=C(O)CSc1nnc(-c2cccs2)n1-c1ccc(Cl)cc1	98.0	-6.4	·	93.0	98.0	-1.2	97.0	13	13.5	97.0	97.0

Continued (5 carried over from the part before).
SMILES	Cdc42 wt GTP	ABCG2 inh	Pf gamet viab	Rac1 act GTP bind	Rac1 wt modul	ABCB1 block	HRas wt GTP bind	Avidin bead fluor	Mcl1 Noxa PPI	Rab2A wt mod	Rab7 wt GTP bind
COc1ccc(/C=C/C2=NN(Cc3ccccc3)C(=O)CC2)cc1	94.0	0.9	-29.4	97.0	99.0	0.0	97.0	12	14.3	96.0	96.0
Cc1ccc(N2CCN(/N=C/c3sccc3C)CC2)cc1	102.0	7.5	·	100.0	107.0	1.0	102.0	27	-3.6	102.0	102.0
COc1ccc(CN2CCCC(C(=O)c3cccc(C(F)(F)F)c3)C2)cc1O (centres undefined)	96.0	3.7	4.2	97.0	98.0	2.3	98.0	12	21.3	98.0	102.0
C/C(=N\NC(=O)c1cc(C)[nH]n1)c1cccs1	98.0	2.4	-27.8	95.0	103.0	0.0	98.0	8	1.5	98.0	97.0
O=C(O)CSc1nnc(-c2cccs2)n1-c1ccc(Cl)cc1	98.0	-6.4	·	93.0	98.0	-1.2	97.0	13	13.5	97.0	97.0
COc1cccc(C(=O)NCc2ccc3c(c2)cc(C)n3C)c1	94.0	2.1	-12.9	92.0	98.0	0.5	97.0	10	-2.5	96.0	100.0
Cc1ccccc1-c1nc(CN2CCC(C(=O)N3CCN(c4ccccn4)CC3)CC2)c(C)o1	100.0	2.8	·	99.0	102.0	2.2	99.0	27	-3.3	100.0	101.0
COc1ccccc1NC(=O)C1CC(=O)OC1c1ccccc1 (centres undefined)	?	3.0	12.5	?	?	0.6	?	10	3.3	?	?
Cc1ccc(C#N)c(SCC(=O)Nc2nccs2)n1	98.0	6.7	5.7	95.0	96.0	0.1	96.0	8	-1.4	92.0	96.0
COc1cccc(C2NC(CC(C)C)(C(=O)O)C3C(=O)N(Cc4ccccc4)C(=O)C23)c1O (centres undefined)	95.0	2.5	-15.9	94.0	95.0	0.7	96.0	11	20.4	94.0	95.0
O=C(C1=C[C@@H](c2ccc(Br)cc2)C[C@@H](OCCCCO)O1)N1CCOCC1	97.0	2.8	-26.6	97.0	97.0	0.4	99.0	6	2.1	99.0	104.0
CC(CN1CCCCC1)OC(=O)c1ccccc1Cl (centres undefined)	98.0	0.1	·	98.0	95.0	0.1	98.0	16	12.3	97.0	96.0
COc1ccc(C2C(C(=O)NCC3CCCO3)CCC(=O)N2c2ccc3c(c2)OCO3)cc1 (centres undefined)	102.0	0.0	·	97.0	99.0	0.1	100.0	7	-7.2	100.0	101.0
C(=N\N=C\c1ccccc1)/c1ccccc1	95.0	0.0	9.3	95.0	97.0	0.0	97.0	11	10.9	98.0	104.0
O=C(COc1ccccc1)NC1CCN(Cc2ccccc2)CC1	107.0	0.7	·	104.0	108.0	0.4	104.0	37	-0.5	103.0	103.0
COc1ccc(CNC(=O)CN2C(=O)C3C4C=CC(C4)C3C2=O)cc1 (centres undefined)	103.0	2.5	-33.2	101.0	103.0	1.4	99.0	8	17.4	101.0	92.0
Cc1[nH]n(-c2ccccc2)c(=O)c1S(=O)(=O)c1ccccc1	93.0	-0.2	·	95.0	96.0	0.0	96.0	25	-10.5	94.0	98.0
Cc1ccc(C2=NN(C(=S)Nc3ccccc3)C(c3ccco3)C2)cc1 (centres undefined)	99.0	6.3	·	99.0	103.0	0.7	96.0	10	18.4	101.0	98.0

Part of the list above, bar-delimited:
Molecule | Cdc42 wt GTP | ABCG2 inh | Pf gamet viab | Rac1 act GTP bind | Rac1 wt modul | ABCB1 block | HRas wt GTP bind | Avidin bead fluor | Mcl1 Noxa PPI | Rab2A wt mod | Rab7 wt GTP bind
COc1ccc(C2C(C(=O)NCC3CCCO3)CCC(=O)N2c2ccc3c(c2)OCO3)cc1 (centres undefined) | 102.0 | 0.0 | · | 97.0 | 99.0 | 0.1 | 100.0 | 7 | -7.2 | 100.0 | 101.0
C(=N\N=C\c1ccccc1)/c1ccccc1 | 95.0 | 0.0 | 9.3 | 95.0 | 97.0 | 0.0 | 97.0 | 11 | 10.9 | 98.0 | 104.0
